Assay outcomes as filed in PubChem BioAssay.
MKP-3 inhibition – inhibition of rat DUSP6 enzyme activity – biochemical, in vitro, primary screen (AID 425). actives 0.17% (n = 110,000). recombinant MKP-3 phosphatase activity, fluorescence; higher % means a stronger effect. one-dose inhibition, % at 20 µM; IC50 in µM for titrated hits; in the data active = inhibition above about 50%;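 also: plate controls were vehicle for no effect and reference inhibitor for full effect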
Hsp70 inhibitors – small molecules displacing fluorescent ligand from Hsp70 – biochemical, fluorescence polarization, primary screen (AID 583); Hsp70 fluorescence polarization probe displacement, mP; higher % means a stronger effect; displacement, % at 20 µM, or IC50 in µM where a hit was titrated; actives 0.06% (n = 140,000); in the data active = displacement above about 50%;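 also: plate controls were vehicle for no effect and reference ligand for full effect; a part of the inactive calls stands beside numbers as strong as those of hits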
The depositor's hits bear a star; nt = not tested or not shown; & = joins results of further samples. The list is partial, so the mix of outcomes need not match the whole.

SMILES	MKP-3 inhibition	Hsp70 inhibitors
O=C(Nc1ccc(N2CCN(C(=O)c3ccco3)CC2)c(Cl)c1)c1cc2ccccc2o1	-8%	5.7%
O=C(Nc1ccc2c(c1)OCO2)c1ccccc1SCC(=O)N1CCCC1	-4%	3.2%
COc1ccccc1CC1CC(=O)N(c2ccc([N+](=O)[O-])cc2)C1=O (stereo not drawn)	-2%	3.0%
O=C(Oc1ccc(-n2cnnn2)cc1)N1CCOCC1	4%	0.2%
NC(=O)CSc1nnc(Cc2ccc3c(c2)OCO3)n1C1CCCCC1	-12%	3.0%
COc1cc(OC)c(C2N(c3ccc(Cl)c(Cl)c3)C(=O)C3CCCN32)cc1OC (stereo not drawn)	7%	-1.4%
COC(=O)C1=C(C)N(c2ccc(OC)cc2)C(=O)/C1=C\c1ccc(O)c(OC)c1	9%	2.3%
O=S(=O)(c1cccc2nsnc12)N1CCN(C(c2ccccc2)c2ccccc2)CC1	-3%	-2.3%
C=CCn1c(SCC(=O)Nc2nnc(CC)s2)nnc1-c1cccnc1	nt	-2.3%
COc1cc(C)c(S(=O)(=O)NCc2ccc3c(c2)OCO3)cc1C	-2%	-0.9%
CCn1cc(C(=O)OCC(=O)Nc2ccc(S(=O)(=O)N3CCCC3)cc2)c(=O)c2ccc(C)nc21	-14%	-0.3%
Cc1cc(C(=O)Nc2ccc(I)cc2C(=O)O)ccc1[N+](=O)[O-]	3%	3.2%
Cc1cccc(N2C(=O)c3ccc(Oc4cccc([N+](=O)[O-])c4)cc3C2=O)c1C	3%	-2.7%
CCOc1ccc2nc(SCC(=O)Nc3cccc(C)c3)sc2c1	0%	-0.4%
Cc1nc(SCC(=O)Nc2ccccc2)c2oc3ccccc3c2n1	5%	0.7%
Cc1ccc(-n2c(C)cc(/C=N/NC(=O)c3cccnc3)c2C)cc1C	5%	1.2%
COc1ccc2c(Cl)c(C(=O)NCCCn3ccnc3)sc2c1Cl	nt	4.4%
CC12CCC(C(=O)Nc3ncc([N+](=O)[O-])s3)(OC1=O)C2(C)C (stereo not drawn)	nt	2.3%
CCOC(=O)c1c(C)nc2c(c1C)/C(=N/O)CC(C)(C)C2	-5%&2%	-5.3%&0.9%
O=C(NCc1ccccc1)c1ccc(F)c(S(=O)(=O)N2CCOCC2)c1	0%	-3.6%
Cc1ccc(C)c(-c2csc(NC(=O)c3cccs3)n2)c1	3%	-0.8%
COc1ccc(OC)c(N(CC(=O)NC2CC2)S(=O)(=O)c2ccc(C)cc2)c1	-17%	16%
CN(C(=O)c1cc2n(n1)C(C(F)(F)F)CC(c1ccco1)N2)c1ccc(OC(F)(F)F)cc1 (stereo not drawn)	16%	-3.8%
COc1cc(C=NN2CCN(c3ccccn3)CC2)cc(OC)c1OC(C)=O	5%	-0.9%

Arranged by heavy-atom count (low to high): some entries from above.
SMILES	MKP-3 inhibition	Hsp70 inhibitors
COc1cc(C)c(S(=O)(=O)NCc2ccc3c(c2)OCO3)cc1C	-2%	-0.9%
COc1ccccc1CC1CC(=O)N(c2ccc([N+](=O)[O-])cc2)C1=O (stereo not drawn)	-2%	3.0%
C=CCn1c(SCC(=O)Nc2nnc(CC)s2)nnc1-c1cccnc1	nt	-2.3%

New compounds follow.
SMILES	MKP-3 inhibition	Hsp70 inhibitors
O=C(CNS(=O)(=O)c1ccc(C(=O)N2CCOCC2)cc1)N1CCOCC1	-12%	-4.2%
CCC1(c2ccccc2)C(=O)NCNC1=O	-3%	-4.3%
Cc1ccc(-c2ccccc2)n1-c1ccc(O)c(C(=O)O)c1	42%	4.2%
C=CCOC(=O)C1=C(C)OC(N)=C(C#N)C1c1ccc(F)cc1 (stereo not drawn)	1%	-3.0%
CCC(C)NC(=O)Cc1cn(C)c2ccccc12 (stereo not drawn)	nt	-4.9%
COc1ccc(NC(=O)COc2ccc(Br)cc2C(C)(C)C)c(OC)c1	3%	2.6%
Cc1oc(-c2ccc(Cl)cc2)nc1CS(=O)CC(=O)NCCN1CCCC1 (stereo not drawn)	4%	10%
O=C(Nc1cc(Cl)cc(Cl)c1)C(c1ccccc1)c1ccccc1	-5%	4.3%
COc1ccc(Oc2nc(C)cc(C)c2C#N)cc1	-6%	2.7%
N#Cc1c(N)c(C#N)c(-c2ccco2)c2c1CCCC2	1%	-10%
Cc1ccc(/C=N/Nc2ncc(Cl)cc2Cl)s1	nt	5.2%
CCOc1ccc(/C=C2/NC(=S)NC2=O)cc1Cl	-4%	3.5%
O=C(O)c1ccc(C(=O)O)c(C(=O)NCCc2ccccc2)c1	-1%	-1.9%
COc1ccc(C2=NO[C@@H]3C(=O)N(C4CCCCC4)C(=O)[C@H]23)cc1OC	-1%	1.1%
COc1ccccc1N1CCN(C(=O)C(C)N(c2ccc(C)cc2)S(C)(=O)=O)CC1 (stereo not drawn)	-20%	-5.4%
O=C(Nc1ncccc1Cl)c1ccc2c(c1)OCO2	1%	5.5%
C/C=C/Cn1c(SCCCc2ccccc2)nc2c1c(=O)[nH]c(=O)n2C	-3%	-6.0%
CCCOc1cccc(C(=O)Nc2sc(CC)cc2C(=O)OCC)c1	-2%	2.4%
COc1ccc(C(=O)O)cc1NS(=O)(=O)c1cccc2nsnc12	nt	0.7%
O=[N+]([O-])c1ccccc1S(=O)(=O)N1CCN(c2ccccn2)CC1	2%	-4.9%
Cc1ccc(-c2cc(C)nc3ncnn23)cc1	3%	-0.8%
COc1ccccc1-n1c(C)nc(=O)c(-c2ccccc2)c1C	2%	1.9%
O=C(O)c1ccc(-n2c(-c3cc(-c4ccco4)[nH]n3)n[nH]c2=S)cc1	nt	5.2%
CC(=O)N1c2ccccc2NC2=C(C(=O)CC(C)(C)C2)C1CC1CC=C(C)C1(C)C (stereo not drawn)	4%	-7.7%
O=C(Nc1ccccc1)O/N=C/c1ccccc1Cl	nt	-4.5%
COc1ccc(N(CC(=O)Nc2ccccc2Cl)S(C)(=O)=O)cc1Cl	4%	4.4%
CC(=O)N1c2ccccc2C(N(C(=O)COc2ccc(Cl)cc2Cl)c2ccccc2)CC1C (stereo not drawn)	0%	-3.1%
Cc1ccccc1NC(=O)c1c(-c2c(F)cccc2Cl)noc1C	-1%	-2.7%
O=C(N/N=C/C1CCCCC1)c1ccccn1	nt	7.6%
COC(=O)c1ccccc1NC(=O)CSc1nnc(C(CO)NC(=O)c2ccccc2)n1C (stereo not drawn)	2%	-1.5%
CN1C(=O)c2cccc3c(N(C)C)ccc(c23)C1=O	1%	-5.8%
CCC(C)C(=O)Nc1nc2c(s1)C(=O)CC(C)(C)C2 (stereo not drawn)	-4%	-4.1%
CC(=O)CC(=O)Nc1ccc2[nH]c(=O)[nH]c2c1	-1%	3.3%
O=C(CN1C(=O)c2ccc([N+](=O)[O-])cc2C1=O)Nc1ccc(O)cc1C(=O)O	1%	-1.0%
COc1ccc(-c2cc(C(=O)Nc3cc(C)nn3-c3ccccc3)no2)cc1	nt	-3.0%
CCOC(=O)c1conc1-c1ccc(SC)cc1	-1%	-0.8%
CCOc1cc(C(=O)Nc2nnc(C)s2)cc(OCC)c1OCC	-2%	7.5%
COc1ccc(OC(C)C(=O)N2CC(C)OC(C)C2)cc1 (stereo not drawn)	2%	7.6%
COc1ccccc1-c1nc(C#N)c(N2CCN(Cc3ccccc3)CC2)o1	-11%	5.4%
Cc1cc(NC(=O)CSc2nc3ccccc3n2CC(=O)N2CCCCC2)no1	-3%	-3.6%
Cc1ccc(N2C(=O)C(=Cc3ccc(O)cc3)C(=O)N(c3ccc(C)cc3)C2=S)cc1	3%	-31%
CN(C)CCNC(=O)c1ccc(-c2nn(C)c(=O)c3ccccc23)cc1	nt	0.2%
CCC1CCc2c(sc(NC(=O)c3ccc([N+](=O)[O-])cc3Cl)c2C(=O)OC)C1 (stereo not drawn)	0%	0.0%
Cc1ccccc1CS(=O)(=O)Cc1ccc(C(=O)NCC2CCCO2)o1 (stereo not drawn)	-1%	-5.4%
CCCCOc1ccc(NC(=O)CSc2nnnn2C)cc1	-18%	4.7%
COc1ccc(CCn2c(=N)c(C(=O)NCc3ccco3)cc3c(=O)n4cccc(C)c4nc32)cc1	-12%	-0.7%
O=C(C#Cc1ccc([N+](=O)[O-])cc1)c1ccccc1	2%	4.7%
Cn1c(Cn2c(=O)sc3ccccc32)nnc1SCC(=O)N1CCN(c2ccccc2)CC1	-6%	4.3%

Reformatted as labelled records: part of the list above
COc1ccc(OC(C)C(=O)N2CC(C)OC(C)C2)cc1 (stereo not drawn)
  MKP-3 inhibition: 2%
  Hsp70 inhibitors: 7.6%

COc1ccccc1-c1nc(C#N)c(N2CCN(Cc3ccccc3)CC2)o1
  MKP-3 inhibition: -11%
  Hsp70 inhibitors: 5.4%

Cc1cc(NC(=O)CSc2nc3ccccc3n2CC(=O)N2CCCCC2)no1
  MKP-3 inhibition: -3%
  Hsp70 inhibitors: -3.6%

Cc1ccc(N2C(=O)C(=Cc3ccc(O)cc3)C(=O)N(c3ccc(C)cc3)C2=S)cc1
  MKP-3 inhibition: 3%
  Hsp70 inhibitors: -31%

One compound at a time, as listed above.
Shown for COc1ccccc1-c1nc(C#N)c(N2CCN(Cc3ccccc3)CC2)o1 = MKP-3 inhibition = -11%; Hsp70 inhibitors = 5.4%
Shown for O=C(C#Cc1ccc([N+](=O)[O-])cc1)c1ccccc1 = MKP-3 inhibition = 2%; Hsp70 inhibitors = 4.7%

Next part.
SMILES	MKP-3 inhibition	Hsp70 inhibitors
CC(=O)c1ccc(N2C(=O)[C@@H]3C(CCC(N)=O)NC4(C(=O)Nc5c4ccc(Cl)c5C)[C@@H]3C2=O)cc1 (stereo partly drawn)	-13%	-2.5%
Cc1cccc(C(=O)NNS(=O)(=O)c2ccccc2[N+](=O)[O-])c1	nt	-3.1%
CCOC(=O)c1sc(NC(=O)CNC(=O)Cn2cnc3sc(C)c(C)c3c2=O)nc1C	14%	-0.6%
O=C1NC(c2ccccc2Cl)Nc2c1sc(=S)n2-c1ccccc1 (stereo not drawn)	0%	-2.7%
COc1ccc(S(=O)(=O)N(CC(=O)NC2CC2)C2CCCCC2)cc1Cl	2%	2.4%
Cc1cc(C)cc(NC(=O)C(=O)NCC(C)C)c1	-2%	1.6%
O=C(O)CCCCCN1C(=O)C(O)=C(C(=O)/C=C/c2ccccc2)C1c1ccccc1F (stereo not drawn)	1%	1.7%
CCN(CC)c1ccc(C(=O)Nc2ccc(F)cc2F)cc1	2%	-1.1%
COc1ccc(CNC(N)=O)cc1	nt	6.0%
Cc1ccc(C(=O)Nc2c3c(nn2C(C)(C)C)CS(=O)(=O)C3)cc1C	-2%	-3.7%
CNC[C@H](O)c1cccc(O)c1	-1%	-1.0%
Cc1ccccc1OCC(=O)O/N=C(\N)Cc1cccc2ccccc12	-2%	0.5%

Given field by field: part of the list above.
> CCOC(=O)c1sc(NC(=O)CNC(=O)Cn2cnc3sc(C)c(C)c3c2=O)nc1C
  MKP-3 inhibition = 14%; Hsp70 inhibitors = -0.6%
> O=C1NC(c2ccccc2Cl)Nc2c1sc(=S)n2-c1ccccc1 (stereo not drawn)
  MKP-3 inhibition = 0%; Hsp70 inhibitors = -2.7%
> COc1ccc(S(=O)(=O)N(CC(=O)NC2CC2)C2CCCCC2)cc1Cl
  MKP-3 inhibition = 2%; Hsp70 inhibitors = 2.4%
> Cc1cc(C)cc(NC(=O)C(=O)NCC(C)C)c1
  MKP-3 inhibition = -2%; Hsp70 inhibitors = 1.6%

The list continues:
SMILES	MKP-3 inhibition	Hsp70 inhibitors
CCOc1ccc(NC(=O)CN(C)CC(=O)NC2CCCc3ccccc32)cc1OCC (stereo not drawn)	1%	-0.6%
CCOc1ccc(NC(=O)CN(Cc2ccccc2)S(=O)(=O)c2ccc(OC)c(OC)c2)cc1	0%	-1.3%
O=C1c2cccc3cccc(c23)C(=O)N1CCC(=O)n1cnc2ccccc21	1%	1.0%
COc1ccc(NC(=O)CCS(=O)(=O)c2cccc3nonc23)c(OC)c1	-2%	4.2%
